Growth percent in the NCI-60 one-dose screen (48 h, 10 µM unless noted): 100 = growth as untreated, 0 = no growth, -100 = all killed.
SF-539 = SF-539 CNS cancer. AID 1794752. 6.8% of 81,000 active
SNB-75 = SNB-75 CNS cancer; 5% of 79,000 active; AID 1794750
CAKI-1 = CAKI-1 renal cancer. 4.7% of 75,000 active. AID 1794772
SF-268 = SF-268 CNS cancer cells; 3.1% of 82,000 active; AID 1794759
ACHN = ACHN renal cancer; 4.9% of 81,000 active
SNB-19 = SNB-19 CNS cancer cells; 2.5% of 81,000 active; AID 1794751
A498 = A498 renal cancer cells; 5.4% of 76,000 active; AID 1794774
RXF 393 = RXF 393 renal cancer cells; 6.9% of 77,000 active
Starred values were filed as active, the others as inactive; / = not tested or not shown; & = joins results of further samples. How the source made its calls: active means growth percent below 10; inactive means the rest.

Start of the listing, in advance (5 entries):
SMILES	SF-539	SNB-75	CAKI-1	SF-268	ACHN	SNB-19	A498	RXF 393
Cc1ccc(NC(=O)CN2C(=O)/C(=C3\SC(=S)N(CCCCCCCCCCC(=O)O)C3=O)c3ccccc32)c(C)c1	96	98	100	97	103	100	84	111
CCCCCNc1nc2ncnc(N)c2[nH]1	101	88	92	101	105	103	110	103
Cc1cc(-c2cc(C)c(O)c(C)c2)cc(C)c1O	85	65	59	93	92	84	/	64
N#Cc1cnc2cc(OC[C@@H](O)CO)c(NC(=O)CC3CSSC3)cc2c1Nc1ccc(OCc2cccc(F)c2)c(Cl)c1	-80*	-88*	63	-57*	3.6*	-66*	-62*	-73*
Cc1ccc(-n2cc(/C=C/C(=O)c3ccc(Br)cc3)c(-c3ccc(S(C)(=O)=O)cc3)n2)cc1	107	127	86	99	99	90	88	/

This part in full, previewed entries included:
SMILES	SF-539	SNB-75	CAKI-1	SF-268	ACHN	SNB-19	A498	RXF 393
Cc1ccc(NC(=O)CN2C(=O)/C(=C3\SC(=S)N(CCCCCCCCCCC(=O)O)C3=O)c3ccccc32)c(C)c1	96	98	100	97	103	100	84	111
CCCCCNc1nc2ncnc(N)c2[nH]1	101	88	92	101	105	103	110	103
Cc1cc(-c2cc(C)c(O)c(C)c2)cc(C)c1O	85	65	59	93	92	84	/	64
N#Cc1cnc2cc(OC[C@@H](O)CO)c(NC(=O)CC3CSSC3)cc2c1Nc1ccc(OCc2cccc(F)c2)c(Cl)c1	-80*	-88*	63	-57*	3.6*	-66*	-62*	-73*
Cc1ccc(-n2cc(/C=C/C(=O)c3ccc(Br)cc3)c(-c3ccc(S(C)(=O)=O)cc3)n2)cc1	107	127	86	99	99	90	88	/
COc1ccc(-c2nc3ccccc3s2)cc1S(=O)(=O)O	112	90	106	106	98	106	92	113
COc1cc(/C=C/c2cc(/C=C/c3ccc(O)c(OC)c3)n(C(=O)Nc3ccccc3Cl)n2)ccc1O	4.1*	-4.7*	7.3*	-6.4*	13	15	-12*	-50*
CN(C)c1ccc(C(=O)C(=O)c2ccccc2)cc1	98	100	92	87	95	99	76	111
COc1ccc(OC)c2c1C(=O)CC2C (centres undefined)	101	93	98	94	113	100	/	98
COc1ccc(NC(=O)c2sc3nc(C)c(C(O)c4ccc(OC)cc4)cc3c2N)cc1 (centres undefined)	-11*	-16*	30	42	36	71	13	/
O=C(Cc1ccccc1)NNc1ccccc1	89	89	85	85	59	106	99	107
CCCC1=NNC(=O)C1	90	94	95	108	103	103	109	113
CC(=O)Nc1ccc2ncc(C(N)=O)c(Nc3ccc(Cl)cc3)c2c1	78	63	/	87	56	80	63	85
CN(C)c1ccc(C(=C2C=CC(=[N+](C)C)C=C2)c2c(O)c(S(=O)(=O)O)cc3cc(S(=O)(=O)O)ccc23)cc1	92	87	91	109	103	106	/	111
CCOC(=O)c1ccccc1C(C(=O)NC1CCCCC1)N(C)Cc1ccccc1 (centres undefined)	/	73	79	102	72	82	95	81
C=C1C(=O)O[C@H]2[C@H]1CC/C(Cn1cc(CNCCc3c[nH]c4ccc(Cl)cc34)nn1)=C\CC[C@@]1(C)O[C@@H]21	54	70	48	78	54	84	90	16
Nc1ncc2c(n1)-c1cn(Cc3ccccc3)cc1CC2	101	96	81	128	103	107	122	111
COc1ccc(-c2nc(SCC(=O)Nc3ccc(C(=O)/C=C/c4ccc(Cl)cc4)cc3)[nH]c(=O)c2C#N)cc1OC	93	92	96	93	103	96	87	98
C=C1CC[C@@H]2[C@](C)(COC(C)=O)[C@H](OC(C)=O)CC[C@@]2(C)[C@@H]1CC(NCc1ccc(F)cc1)C1=CCOC1=O (some centres undefined)	64	58	46	63	51	/	52	81
CCCCn1c(=O)c(-c2cc(-c3ccc(Cl)cc3)nc(-c3ccc(Cl)cc3)c2)cc2cc(OC)ccc21	99	99	88	92	96	96	102	98
Cc1nc2c(cnn2-c2ccccc2)c(=O)n1-c1ccc(NC(=O)c2ccco2)cc1	93	91	90	97	94	98	94	104
Nc1c(C(=O)c2ccc3c(c2)OCO3)sc2nc(-c3ccc4c(c3)OCO4)cc(C(F)F)c12	/	60	85	92	87	95	102	84
N#CC1=C(N)Oc2c(cnn2-c2ccc([N+](=O)[O-])cc2[N+](=O)[O-])C1c1ccccc1 (centres undefined)	98	86	91	102	103	104	51	110
CN1CCc2cccc3c2C1Cc1ccc(O)c(O)c1-3 (centres undefined)	84	84	63	88	73	111	103	91
COc1ccc(-c2nn(C(=O)NCCN3CCCCC3)cc2-c2ccncc2)cc1Cl	84	90	117	91	93	93	86	111
C/C=C/C(=O)OCCN1CCN(C(=O)/C=C/C)CC1	103	117	86	97	102	112	106	135
CCCCNC(=O)NS(=O)(=O)c1ccc(N2N=C(c3ccc(OC)cc3)CCC2=O)cc1	104	81	98	112	98	/	98	96
C=CCOC(=O)C1CC=CCC1C(=O)OCC=C (centres undefined)	106	104	98	101	104	105	114	/
NS(=O)(=O)c1ccc(NC(=O)C(=O)C(O)C(O)C(O)CO)cc1 (centres undefined)	94	97	116	90	108	97	134	107
CC1=NN=C(N2N=C(c3cc4ccccc4o3)CC2c2c[nH]c3ccccc23)SC1 (centres undefined)	102	105	/	100	96	103	122	105
c1ccc2c(c1)CCc1ccccc1C2	92	82	/	108	100	105	93	128
COc1ccc(/C=C/C(=O)c2ccc(NC(=O)CSc3nnc(-c4ccc(-c5nc6ccc(Cl)cc6[nH]5)cc4)o3)cc2)cc1OC	96	117	100	86	100	96	123	105
CCN(CC)c1cc(/C=C/c2ccc(OC)c(OC)c2)nc2cc(F)c(F)cc12	4.7*	-69*	47	7.3*	-51*	-33*	-2.9*	-59*
Nc1ccc(S(=O)(=O)O)cc1	101&98	101&92	128&96	102&98	96&105	107&100	114&92	107&113
O=c1c(CN2CCOCC2)c(-c2cccc(OC(F)(F)F)c2)[nH]c2ccc(N3CCCC3)cc12	99	87	101	98	98	93	103	102
CN(Cc1ccccc1)c1nc(Cl)c(C2CC(c3ccc(F)cc3)=NN2C=O)s1 (centres undefined)	107	97	84	91	105	98	100	93
CC1CCN(C(=O)CCCl)c2ccccc21 (centres undefined)	126	88	119	100	117	97	96	123
OCCN(CCO)C(c1ccccc1)c1ccccc1	99	93	98	99	103	97	77	104
COc1ccc(OC)c([N+](=O)[O-])c1C(=O)CNC(C)=O	101	107	96	102	100	94	94	101
N#Cc1c(N)nc(Cl)c(C#N)c1C(=O)c1ccccc1	15	50	/	39	/	31	108	-2.6*
COc1ccc(OC)c(/C=N/Nc2ncnc3c2c(C)nn3C)c1	105	104	99	87	105	98	64	97
CC(C)CC(CC(C)C)=NC(C)(C)CO	93	/	100	106	96	104	/	114
O=[N+]([O-])c1ccc2c(c1[N+](=O)[O-])CCCC2	109	95	108	112	122	104	136	108
CCS/C(Nc1ccccc1)=C(\C#N)C(=O)Nc1ccc(OC)cc1	29	18	40	39	52	23	23	39
CCC(NC(N)=O)C(CC)NC(N)=O (centres undefined)	100	100	106	123	98	100	98	130
Nc1c2c(nc3ccc(Cl)cc13)CC(c1ccc(Cl)cc1)CC2=O (centres undefined)	108	98	95	109	109	98	104	109
CCCCN(CCCC)C(=O)C=C(C)C	103	115	/	113	112	106	98	118
CCOC(=O)C1=C(C)c2ccc(OC)c(OC)c2C1	92	90	100	108	103	104	96	94
O=c1[nH]n(-c2ccccc2)c(=O)cc1Cl	98	95	121	101	98	99	108	113
Cc1ccc(C2=NN(C=O)C(c3cn(-c4ccccc4)nc3-c3ccc(Cl)cc3)C2)cc1 (centres undefined)	89	66	79	106	66	113	98	95
CC(=O)Oc1cc2cnc3c4cc(OC(C)=O)c(OC(C)=O)cc4ccc3c2cc1OC(C)=O	-11*	-5.3*	6.5*	12	15	34	-16*	/
CC(C)NS(=O)(=O)c1ccc(NCc2ccccc2F)c([N+](=O)[O-])c1	97	80	101	101	93	99	111	103
Cc1ccc(/C=C2\SC(=S)N(CC(=O)NCCN3CCOCC3)C2=O)cc1	97	101	92	96	101	101	102	107
CC1(C)CC(=O)C2=C(C1)N(c1ccc(F)cc1F)C(N)=C(C#N)C2c1ccc(F)cc1 (centres undefined)	92	86	84	108	104	105	96	/
C#CCN1C(=O)c2cccc3c(-c4ccc5c(c4)c(-c4nc6ccccc6s4)cn5CC=C)ccc(c23)C1=O	99	66	89	91	91	94	111	105
COc1cc2c3c(n(CCCNC4CCC4)c(=O)c2cc1OC)-c1cc2c(cc1C3=O)OCO2	-84*	-67*	-82*	46	-90*	-25*	74	-74*
O=C(CCn1cnc2c(cc(-c3ccccc3)n2-c2ccccc2)c1=O)Nc1ccccc1	104	97	90	99	108	114	86	123
CN(C)CCc1[nH]c2ccccc2c1CC#N	109	102	103	101	106	99	116	126
N#CCCC(C#N)(CCC#N)c1ccccc1	104	96	98	105	98	105	141	105
CCC(C(=O)O)C(=O)O	95	91	97	104	99	105	92	105

Results in SNB-75, ACHN and SF-539, for some of the entries so far:
canonical_smiles,SNB-75,ACHN,SF-539
CCC(NC(N)=O)C(CC)NC(N)=O (centres undefined),100,98,100
CC(C)CC(CC(C)C)=NC(C)(C)CO,/,96,93
O=C(CCn1cnc2c(cc(-c3ccccc3)n2-c2ccccc2)c1=O)Nc1ccccc1,97,108,104
Cc1ccc(/C=C2\SC(=S)N(CC(=O)NCCN3CCOCC3)C2=O)cc1,101,101,97

(more compounds)
SMILES	SF-539	SNB-75	CAKI-1	SF-268	ACHN	SNB-19	A498	RXF 393
OCCCCCc1ccccc1	107	93	91	111	102	101	58	107
COc1cc2ccccc2cc1C(=O)NC(=S)Nc1ccc(-c2nc3ccccc3[nH]2)cc1	15	54	91	62	99	87	/	86
COc1cccc(NC(=O)c2cccc(-c3cc(=O)c4c(O)c(OC)c(OC)cc4o3)c2)c1	79	98	68	77	66	84	/	74
NNC(=O)CNC(=O)Cc1ccccc1	103	80	98	101	101	98	70	111
O=C(O)c1ccc(C(=O)O)c(Br)c1	100	86	103	95	109	96	81	93
Cc1cccc[n+]1CCC1CCCCC1	97	83	96	87	102	102	66	89
O=C(NO)c1ccccc1	96	85	100	100	110	96	112	122
Nc1nc(N)c2c(n1)NC(c1ccc(F)cc1)CC(c1ccc(Nc3nc(NCCO)nc(Nc4ccc(Cl)cc4)n3)cc1)=N2 (centres undefined)	-79*	44	41	39	39	8.0*	/	-77*
CC(=O)CCC1CC(=O)OC1(C)C (centres undefined)	102&102	86&98	/	98&105	107&112	106&109	116	110&114
COc1cc(C(=O)O)cc(OC(C)=O)c1OC	97	82	99	100	110	101	95	103
COc1ccc(NC(=O)C2CC3C=CC2C3)c([N+](=O)[O-])c1 (centres undefined)	99	91	93	102	98	92	103	100
Cc1ccc(N2CC(O)CSC2=Nc2ccccc2)cc1 (centres undefined)	92	63	62	101	93	95	116	98
C=CC1CNCCC1CC(=O)OCC (centres undefined)	108	98	102	100	111	99	98	110
C=C(C)C(=O)OCC(CC)(COC(=O)C(=C)C)COC(=O)C(=C)C	95	73	87	99	91	103	118	110
CCOC(=O)c1cnn(-c2ccc(S(N)(=O)=O)cc2)c1N	101	78	150	161	116	100	70	96
COc1ccc(NC(=O)CSc2oc(-c3ccccc3)nc2S(=O)(=O)c2ccc(Cl)cc2)c(OC)c1	0.4*	-1.5*	86	47	37	55	50	16
O=[N+]([O-])c1ccc(N=Nc2ccc(O)c3c(O)cc(S(=O)(=O)O)cc23)cc1S(=O)(=O)O	98	90	103	103	105	102	117	122
CN(C)c1ccc(/C=C/C(=O)c2cc(Cl)ccc2O)cc1	88	85	90	85	97	82	106	/
Cc1cc(N=C2CSC(=O)N2)n[nH]1	103	108	101	118	110	102	117	125
CCOC(=O)c1ccc(N(CC2CO2)S(=O)(=O)c2ccc(C)cc2)cc1 (centres undefined)	93	89	75	103	91	102	109	113

4 structures from above, sorted by number of heavy atoms, ascending:
SMILES	SF-539	SNB-75	CAKI-1	SF-268	ACHN	SNB-19	A498	RXF 393
O=C(NO)c1ccccc1	96	85	100	100	110	96	112	122
Cc1cc(N=C2CSC(=O)N2)n[nH]1	103	108	101	118	110	102	117	125
CCOC(=O)c1cnn(-c2ccc(S(N)(=O)=O)cc2)c1N	101	78	150	161	116	100	70	96
COc1cc2ccccc2cc1C(=O)NC(=S)Nc1ccc(-c2nc3ccccc3[nH]2)cc1	15	54	91	62	99	87	/	86

Other structures follow:
SMILES	SF-539	SNB-75	CAKI-1	SF-268	ACHN	SNB-19	A498	RXF 393
[O-]/[N+](=C/c1ccc(OCc2cn(Cc3ccccc3)nn2)cc1)c1ccccc1	104	101	93	83	93	109	75	123
CCN(C(=O)CN1C(=O)/C(=C/c2cccs2)SC1=S)C1CCS(=O)(=O)C1 (centres undefined)	100	105	90	97	100	94	111	116
NC(=N\N=C\c1cc(Cl)ccc1O)/C(N)=N/N=C/c1cc(Cl)ccc1O	93	95	94	98	100	114	92	117
Cc1occc1-c1n[nH]c(=S)n1N1C(=O)CSC1=S	99	81	85	97	102	97	101	112
CCn1cc(C(=O)O)c(=O)c2cc(F)c(N3CCN(C(=O)CSc4nc(-c5ccccc5)c(C#N)c(=O)[nH]4)CC3)cc21	101	89	88	106	101	101	98	107
COc1c(B(O)O)cc(F)cc1-c1nc2ccc3[nH]ncc3c2c2c1COCC2	22	0.8*	-12*	45	36	33	106	-5.8*
NC1[C@H](c2c[nH]c3ccccc23)c2c([nH]c3ccccc23)[C@H]1c1c[nH]c2ccccc12 (some centres undefined)	100	97	85	84	88	95	/	104
COc1cc2c(cc1OC)/C(=N\O)CCCC2	107	101	104	102	99	112	96	102
Cc1nc2ccc(Cl)cn2c1-c1nnc(SCc2cc(F)ccc2F)o1	92	87	77	98	87	85	87	84
O=C(O)C(c1ccccc1)C(O)(CCl)c1ccccc1 (centres undefined)	106	91	95	110	105	100	94	/

No enrichment for hits (roughly 12% active in at least one column).
